proKLK7 act: proKLK7 (human) activation, primary screen | P49862 | purified proKLK7, EDANS-DABCYL substrate fluorescence; 100% is mature enzyme control, 0% vehicle | activation, % at 7 µM | 370,000 tested, 0.9% active;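 active means activation above the mean of all tested compounds plus 3 SD, computed per campaign excluding outliers beyond control limits, cut at about 13% in these data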
Target sequence (P49862 whole entry, looked up): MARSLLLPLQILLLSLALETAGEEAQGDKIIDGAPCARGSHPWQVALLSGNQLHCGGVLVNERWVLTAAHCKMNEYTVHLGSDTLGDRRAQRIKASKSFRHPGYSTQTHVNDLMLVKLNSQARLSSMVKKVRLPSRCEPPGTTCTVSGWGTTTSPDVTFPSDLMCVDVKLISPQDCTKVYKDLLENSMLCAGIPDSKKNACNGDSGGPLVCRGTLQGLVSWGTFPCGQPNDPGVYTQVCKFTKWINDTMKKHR
DDE Tn6 FP inh: DD(E)-Tn6 binding inhibition, primary FP screen. 370,000 tested, 0.21% active. P02675. Fibrin DD(E) TRITC-Tn6 fluorescence polarization displacement. inhibition, % at 8.3 µM. AID 720509;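 active means inhibition above a per-campaign cutoff: mean of compounds within control limits plus 3 SD, cut at about 15% in these data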;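 further: 0% = median of all compound wells on the plate and 100% = blocking peptide control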
Rev-erbA mod: modulates human Rev-erb alpha binding to DNA. P20393. Rev-erbα–FITC-DNA binding, fluorescence polarization, 90 min. activity, % at 10 µM. 370,000 tested, 0.79% active. AID 1259318;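 active means activity above about 14%, limit read from the data; passing the limit was not always enough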;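 further: 0% = DMSO wells with 35 nM protein and 100% = DMSO wells with 750 nM protein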
DDE Tn7 FP inh: inhibitors of Tn7 peptide binding to human fibrin DD(E); AID 720508; inhibition, % at 8.3 µM; 370,000 tested, 0.13% active; P02675; FP displacement of FITC-Tn7 peptide from fibrin DD(E); 0% = median of compound wells per plate;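 active means inhibition above the mean of compounds falling within the control limits plus 3 SD of them, cut at about 14% in these data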;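 further: 0% = plate median of compound wells and 100% = 10 µM Aha-Tn7 peptide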
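Test system: human clot-derived fibrin DD(E) complex / Quantity: 2 µM final DD(E) protein / Incubation: 10 min plus 3 h, room temperature / Measured by: fluorescence polarization / Benchmarks: high control of 10 µM Aha-Tn7 peptide / Replicates: singlicate testing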
ARFGAP1 inhibitor: rat ARFGAP1 inhibition; Arfgap1-stimulated ARF1 GTP hydrolysis, GDP FP detection; inhibition, % at 16.5 µM; 360,000 tested, 0.26% active; AID 651572;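 active means inhibition above a per-plate limit, mean inhibition of low control wells plus 3 SD, cut at about 25% in these data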;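 further: 0% = DMSO wells with enzyme and 100% = wells lacking Arfgap1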
Target sequence (Q62848 1-136 limits assumed): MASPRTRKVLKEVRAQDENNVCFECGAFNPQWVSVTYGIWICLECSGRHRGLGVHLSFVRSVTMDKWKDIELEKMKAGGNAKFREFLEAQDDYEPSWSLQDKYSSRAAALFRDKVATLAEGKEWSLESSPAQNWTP
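material = rat Arfgap1 catalytic domain, aa 1-136 | also added = human ARF1(Δ1-17)-GTP substrate | compound dosing = one concentration, 16.5 µM, DMSO 1.26% | times = GTP hydrolysis reaction 2 h at 25 °C | measured by = FP, GDP Alexa 633 tracer displaced from anti-GDP antibody, 620/688 nm | evaluation = percent inhibition of Arfgap1-stimulated GTP hydrolysis | replication = single well per compound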
PLCb3 inh: blocks human PLC-beta3 enzyme activity; 370,000 tested, 0.18% active; AID 720704; Q01970; inhibition, % at 12.2 µM; Purified PLC-beta3, fluorogenic substrate, fluorescence; in the data active means inhibition above about 11%;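 further: 0% = median of compound wells on plate and 100% = full blocker control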
UHRF1 MBD2 ctr: UHRF1 methyl-DNA binding inhibition | Q96T88 | inhibition, % at 4.4 µM | 370,000 tested, 0.75% active | UHRF1 binding to methylated oligo, TR-FRET; in the data active means inhibition above about 21%;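 further: UHRF1 SRA domain binding a hemimethylated CpG hairpin DNA probe; 0% = median of test compound wells and 100% = reference inhibitor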
sPLA2-III inh: Inhibits HGIII-sPLA2 liposome hydrolysis, primary screen; QFRET BODIPY PC-A2 liposome hydrolysis, fluorescence; AID 743126; 370,000 tested, 0.56% active; inhibition, % at 12.2 µM; Q9NZ20;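 active means inhibition above mean plus 3 SD of compounds lying within the high and low control bounds, cut at about 19% in these data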;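 further: 0% = median of test compound wells and 100% = no enzyme DMSO wells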
Target sequence (Q9NZ20 whole entry, looked up): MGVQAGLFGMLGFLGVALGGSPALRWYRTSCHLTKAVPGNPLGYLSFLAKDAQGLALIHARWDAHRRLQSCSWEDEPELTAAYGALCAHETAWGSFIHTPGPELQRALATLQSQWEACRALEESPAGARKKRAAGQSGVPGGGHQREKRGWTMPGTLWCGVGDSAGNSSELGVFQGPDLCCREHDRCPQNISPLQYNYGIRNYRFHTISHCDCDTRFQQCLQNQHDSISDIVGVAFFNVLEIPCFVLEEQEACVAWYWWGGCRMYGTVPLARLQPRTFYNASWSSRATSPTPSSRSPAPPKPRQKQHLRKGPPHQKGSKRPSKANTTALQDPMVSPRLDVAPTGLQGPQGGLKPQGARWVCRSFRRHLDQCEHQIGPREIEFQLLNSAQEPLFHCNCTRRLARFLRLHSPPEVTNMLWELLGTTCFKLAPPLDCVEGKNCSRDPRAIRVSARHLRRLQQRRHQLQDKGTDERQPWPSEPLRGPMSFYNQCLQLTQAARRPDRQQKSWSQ
PLC-gamma1 inh: PLC-gamma1 (human) inhibition, primary screen; 370,000 tested, 0.84% active; purified PLC-gamma1, fluorogenic substrate, fluorescence; P19174; inhibition, % at 12.2 µM; in the data active means inhibition above about 9.5%
ASAP1 inh: inhibitors of human ASAP1 ArfGAP activity. Q9ULH1. ASAP1-stimulated ARF1 GTP hydrolysis, GDP FP detection. 360,000 tested, 0.19% active. inhibition, % at 16.5 µM; in the data active means inhibition above about 25%;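 further: 0% = vehicle with enzyme and substrate and 100% = no enzyme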
Starred values were filed as active, the others as inactive; · = no result given.

Values run as follows: proKLK7 act	DDE Tn6 FP inh	Rev-erbA mod	DDE Tn7 FP inh	ARFGAP1 inhibitor	PLCb3 inh	UHRF1 MBD2 ctr	sPLA2-III inh	PLC-gamma1 inh	ASAP1 inh
(1) NNC(=O)CCN1CCN(Cc2ccccc2)CC1
  0.1	-5	-1	0	4	-6	5	-2	-1	10
(2) COc1ccc(OCc2cc(C(=O)N(Cc3nccn3C)C(C)C)no2)c2ccccc12
  0.7	-14	0	-9	1	-13	0	-9	-3	-7
(3) CN1CCN(CCc2nc3cc(NC(=O)COc4ccccc4)ccc3n2C)CC1
  1.0	1	-10	-1	7	-1	0	5	-1	0
(4) COc1ccc(CCn2nc(C)c([N+](=O)[O-])c2C)cc1
  -0.1	6	-1	2	-12	-7	-2	4	1	11
(5) CC(C)C(NC(=O)C1CCCCC1)C(=O)N1CCN(c2ccc(F)cc2)CC1 (stereo not drawn)
  -0.4	-3	-1	5	-3	2	0	2	1	-3
(6) COc1ccc(C(=O)Nn2c(SCC(=O)c3ccc(Cl)cc3)nc3ccccc3c2=O)cc1
  -0.2	0	-2	1	-3	-8	2	-27	-5	-3
(7) Cc1cc(C)cc(N(CC(=O)NCCSCc2ccccc2)S(C)(=O)=O)c1
  0.2	2	-1	6	5	-2	-2	-12	-3	-7
(8) Cc1ccc(S(=O)(=O)CCC(=O)Nc2nc(-c3cccnc3)cs2)cc1
  -0.4	5	-6	-4	-13	-8	-1	-1	4	-3
(9) CC1Cc2cccc3ccc(=O)n(c23)C1 (stereo not drawn)
  0.6	3	3	7	0	-3	2	14	-5	-2
(10) O=C(Oc1ccccc1)c1cccc(N2C(=O)CCC2=O)c1
  0.0	3	1	-4	-5	3	1	-3	1	-9
(11) CN(Cc1ccccc1)C(=O)c1ccc(NC(=O)Cc2ccc(NC(=O)C3CCN(C(=O)C4CCCC4)CC3)cc2)cc1
  0.6	-11	-3	-3	-3	5	-1	-43	10.0*	3
(12) C/[N+]([O-])=C/c1c(OCc2ccc(Cl)cc2Cl)ccc2ccccc12
  -0.3	2	-2	1	1	3	4	5	2	9
(13) CN(Cc1nc(Cc2ccccc2F)no1)Cc1cccc2ncccc12
  0.6	-6	-3	-5	2	-2	4	3	-1	15
(14) N#CC(=C1Nc2ccccc2N1)S(=O)(=O)c1ccccc1
  -0.4	7	-2	-1	2	0	-3	-14	2	-3
(15) CCOC(=O)N1CCN(C(=O)CN(C)S(=O)(=O)c2ccc3c(c2)C(C)(C)C(=O)N3C)CC1
  0.5	8	-2	2	-5	4	-1	-2	2	-5
(16) O=C(NN=C1CCCC1)c1cccc(Br)c1
  -0.2	4	8	2	18	-8	-4	2	-4	-12
(17) N#CCCn1c(SCC(=O)NCC2CCCO2)nc2ccccc21 (stereo not drawn)
  -0.3	1	4	-5	8	0	-1	0	-1	4
(18) O=S(=O)(c1cccc(Br)c1)N1CCN(CCc2ccccc2)CC1
  -0.5	0	-4	2	7	-4	1	-6	-2	-2
(19) O=C(NCCCN1CCCCCC1)c1ccc2c(c1)NC(=O)C(N1CCOCC1)S2 (stereo not drawn)
  0.8	1	-5	-6	1	2	2	-5	2	-11
(20) O=C(CCCC(=O)NC1CCCC1)NC1CCCC1
  0.0	-9	-1	-4	5	7	2	7	7	1
(21) COc1ccc(NS(=O)(=O)c2cc(NC(=O)[C@@H](NC(=O)c3ccccc3)C(C)C)ccc2C)cc1
  0.2	-2	-2	-3	8	-1	1	-25	4	-15
(22) OCC1OC(n2cnc3c(NCc4ccco4)ncnc32)C(O)C1O (stereo not drawn)
  -0.2	3	-8	3	-13	-6	-1	-3	-3	-2
(23) COCCC(=O)N1CCC(Oc2ccc(C(=O)N(C)C(C)c3ccon3)cc2)CC1 (stereo not drawn)
  0.3	-4	0	8	-5	-5	-2	0	2	7
(24) CCCCc1nnc(NC(=O)CCS(=O)(=O)c2ccc(Cl)cc2)s1
  -0.3	6	-3	3	2	-6	2	10	-6	-12
(25) Cc1cc(C(=O)COC(=O)CCC(=O)c2ccc3c(c2)OCCO3)c(C)n1Cc1ccco1
  0.5	-2	-1	-3	-2	-11	1	-7	-3	-8
(26) Cc1sc2ncnc(N3CCC(C(=O)Nc4ccc(C#N)cc4)CC3)c2c1C
  1.6	-3	27*	0	-8	-38	-1	1	-26	0
(27) CCOC(=O)c1ccc(NC(=O)Nn2cnnc2)cc1
  -0.1	-2	-3	-5	7	-4	-1	0	-1	-6
(28) O=C(Nc1ccc(OC(F)(F)F)cc1)Oc1ccccc1N1CCOCC1
  0.6	5	-1	1	6	-5	-1	2	1	1
(29) COC(=O)C1CCN(C(=O)CCn2nnc(-c3cccs3)n2)CC1
  0.1	7	-2	0	·	-5	3	10	-3	·
(30) COc1ccc(NC(=O)c2cc3c(s2)CCC3)cc1S(=O)(=O)N1CCOCC1
  0.2	-9	-25	6	4	-11	2	-5	-10	-14

The closing 4 entries of the section above lead into the next.
Values run as follows: proKLK7 act	DDE Tn6 FP inh	Rev-erbA mod	DDE Tn7 FP inh	ARFGAP1 inhibitor	PLCb3 inh	UHRF1 MBD2 ctr	sPLA2-III inh	PLC-gamma1 inh	ASAP1 inh
(27) CCOC(=O)c1ccc(NC(=O)Nn2cnnc2)cc1
  -0.1	-2	-3	-5	7	-4	-1	0	-1	-6
(28) O=C(Nc1ccc(OC(F)(F)F)cc1)Oc1ccccc1N1CCOCC1
  0.6	5	-1	1	6	-5	-1	2	1	1
(29) COC(=O)C1CCN(C(=O)CCn2nnc(-c3cccs3)n2)CC1
  0.1	7	-2	0	·	-5	3	10	-3	·
(30) COc1ccc(NC(=O)c2cc3c(s2)CCC3)cc1S(=O)(=O)N1CCOCC1
  0.2	-9	-25	6	4	-11	2	-5	-10	-14
(31) O=S(=O)(Nc1cccc(-c2cn3cccnc3n2)c1)c1ccc(-c2ccccc2)cc1
  -12	20*	-2	-3	5	-349	1	-49	-287	-4
(32) Cc1ccc2ccc(C(Nc3cccc(C(F)(F)F)c3)c3cccnc3)c(O)c2n1 (stereo not drawn)
  0.2	-1	4	6	-7	2	0	1	-3	16
(33) CCCn1ncc(CN2CCN(Cc3ccc(C)o3)C(CCO)C2)c1C (stereo not drawn)
  0.1	0	5	2	10	0	0	6	-1	9
(34) O=C(CN1C(=O)NC2(CCCC2)C1=O)NCc1cccc(Cl)c1
  -0.1	2	-8	-2	6	2	4	13	2	4
(35) COc1ccccc1/C=N\Nc1cn[nH]c(=O)c1Cl
  0.0	-12	-5	-2	28*	-105	0	12	-98	26*
(36) Cc1ccc(CNC(=O)C2CCN(S(=O)(=O)c3c(C)noc3/C=C/c3ccco3)CC2)cc1
  0.2	-2	3	-4	-4	-10	0	-7	-8	6
(37) COC(=O)c1ccccc1NC(=O)Nc1cccs1
  -0.5	3	2	5	-4	-2	-1	-6	-3	12
(38) Cc1cc(C)n2nc(CNS(=O)(=O)c3c(F)c(F)c(F)c(F)c3F)nc2n1
  0.4	-3	-2	-10	-10	0	0	3	4	16
(39) Cc1ccccc1C(=O)N1CCN(c2ccc([N+](=O)[O-])c(NCc3cccnc3)c2)CC1
  0.0	2	2	4	16	5	-12	-7	3	0
(40) CN(C)CC1(C)Cc2ccsc2C1O (stereo not drawn)
  0.5	-1	-5	-1	4	2	5	-1	3	1
(41) Cn1ccc2c(N3c4ccccc4CCc4ccccc43)cc3c(c21)C1CCC3C1 (stereo not drawn)
  -0.1	6	-7	-2	4	-10	-1	3	-9	1
(42) CN1CCN(c2ccc(NC(=O)c3cc(Cl)c4c(c3)OCCO4)cc2)CC1
  0.5	-10	0	-2	5	-7	3	3	-1	-3
(43) CCC1CCCCN1CCCNC(=O)CSc1nc2nc(C)c(Cc3ccc(C)cc3)c(C)n2n1 (stereo not drawn)
  -1.0	0	0	5	-1	-6	5	4	1	-12
(44) COc1ccc(CNS(=O)(=O)NCc2ccc(C)cc2)cc1OC
  0.1	-3	-1	-5	-9	2	-2	1	0	-8
(45) COc1ccc(NC(=O)NCCCN2CCCC2=O)c(OC)c1
  0.3	-1	3	1	2	6	-2	7	6	-6
(46) CCCOc1ccc(C(=O)NCCC(=O)NCCCC(=O)OCC)cc1
  0.0	-4	4	-5	16	-3	-2	3	1	0
(47) CCc1ccccc1NC(=O)C1(S(=O)(=O)c2ccc(C)cc2)CC1
  -0.5	4	-1	0	-10	-3	0	-2	2	-18
(48) Cc1ccc(CS(=O)(=O)c2ncc(Cl)c(C(=O)Nc3nnc(C)s3)n2)cc1
  0.7	-4	-7	0	-2	-11	-2	9	-3	6

Given with values ahead of the structure: part of the list above.
| no. | proKLK7 act | DDE Tn6 FP inh | Rev-erbA mod | DDE Tn7 FP inh | ARFGAP1 inhibitor | PLCb3 inh | UHRF1 MBD2 ctr | sPLA2-III inh | PLC-gamma1 inh | ASAP1 inh | SMILES |
| --- | --- | --- | --- | --- | --- | --- | --- | --- | --- | --- | --- |
| 34 | -0.1 | 2 | -8 | -2 | 6 | 2 | 4 | 13 | 2 | 4 | O=C(CN1C(=O)NC2(CCCC2)C1=O)NCc1cccc(Cl)c1 |
| 35 | 0.0 | -12 | -5 | -2 | 28* | -105 | 0 | 12 | -98 | 26* | COc1ccccc1/C=N\Nc1cn[nH]c(=O)c1Cl |
| 36 | 0.2 | -2 | 3 | -4 | -4 | -10 | 0 | -7 | -8 | 6 | Cc1ccc(CNC(=O)C2CCN(S(=O)(=O)c3c(C)noc3/C=C/c3ccco3)CC2)cc1 |

Screening results from PubChem.
